Screens deposited in PubChem BioAssay by several laboratories.
NOD1 inhibition: NOD1 signaling inhibitors, primary screen, cell-based, luminescence, uHTS (AID 1578); NOD1-driven NF-kB luciferase reporter cells, luminescence; higher % means a stronger effect; inhibition, % at 4 µM, or EC50 in µM where a hit was titrated; 290,000 compounds, 1% hits; in the data active = inhibition mostly above about 36%, no sharp cut-off; inactive = mostly below about 34%;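 also: HEK-293T reporter cells stimulated with the NOD1 agonist gamma-tri-DAP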
GPR55 LPI antagonism: GPR55 antagonists blocking LPI-driven arrestin recruitment, primary screen, imaging, U2OS, beta-arrestin-GFP, LPI agonist (AID 2013). G-protein coupled receptor 55 (Homo sapiens). U2OS GPR55 beta-arrestin-GFP translocation imaging, LPI antagonism; higher % means a stronger effect. inhibition, % at 10 µM; hits with a dose series show IC50 in µM. 290,000 compounds, 0.13% hits;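 active = spots per cell inhibited over 60%, with over 100 cells counted and total cytoplasm intensity under 500,000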;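 also: U2OS cells stably carrying GPR55 and arrestin-GFP stimulated by 5 µM LPI near EC80; imaged beta-arrestin-GFP aggregate spots per cell after agonist stimulation; plate controls were LPI-stimulated DMSO wells for no effect and DMSO wells without LPI for full effect; some results filed as inactive read as strong as hits; confirmed hits need IC50 under 10 µM and bright autofluorescent wells are also inconclusive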
HIV peptide binding: inhibitors of HIV fusion peptide binding, primary screen, biochemical, uHTS, fluorescence dequenching (AID 1986) | inhibition, % at 20 µM; hits with a dose series show IC50 in µM | 290,000 compounds, 0.3% hits | cell-free peptide binding, fluorescence dequenching, 30 min; higher % means a stronger effect; in the data active = inhibition mostly above about 52%, no sharp cut-off; inactive = mostly below about 76%; also: some results filed as inactive read as strong as hits
SV40 large T antigen: SV40 large T antigen inhibitors, biochemical (AID 1903); SV40 large T antigen ATPase/helicase inhibition assay; higher % means a stronger effect; one-dose inhibition, % at 20 µM; IC50 in µM for titrated hits; 310,000 compounds, 0.39% hits; in the data active = a potency from the dose series; also: strong numbers were not always called active
KOR beta-arrestin-1: KOR agonists, beta-arrestin recruitment, primary screen, cell-based, luminescence, uHTS (AID 1777); Kappa-type opioid receptor (Homo sapiens); KOR beta-arrestin recruitment, luminescence; higher % means a stronger effect; activation, % at 10 µM; hits with a dose series show EC50 in µM; 280,000 compounds, 0.02% hits; in the data active = activation above about 50%, passing the limit was not always enough; also: a part of the inactive calls stands beside numbers as strong as those of hits
HEK293 NOD2/NF-kB: NOD2 signaling inhibitors, cell-based, luminescence, uHTS, HEK293 (AID 1566). 290,000 compounds, 0.63% hits. inhibition, % at 4 µM, or EC50 in µM where a hit was titrated. HEK293 NOD2/NF-kB luciferase reporter, luminescence; higher % means a stronger effect; also: many of its hits are not listed in these tables
Rac1 GTP hydrolysis: MgcRacGAP GTPase-activating activity inhibitors, confirmation, biochemical, ADP Hunter fluorescence | Rac GTPase-activating protein 1 (Homo sapiens) | MgcRacGAP-stimulated Rac1 GTP hydrolysis, ADP Hunter fluorescence; higher % means a stronger effect; GST-tagged Rac1 F28L mutant substrate | inhibition, % at 30 µM, or IC50 in µM where a hit was titrated | 340,000 compounds, 0.6% hits | AID 624330, 2012;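 active = first-screen hits whose inhibition reached a set limit at any dose in the follow-up dose series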;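 also: fluorescence reports GDP produced by GAP-driven GTP hydrolysis; strong numbers were not always called active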
GPR55 beta-arrestin: GPR55 agonists via beta-arrestin recruitment, primary screen, imaging, U2OS cells, beta-arrestin-GFP redistribution (AID 1961) | G-protein coupled receptor 55 (Homo sapiens) | U2OS GPR55 beta-arrestin-GFP redistribution imaging; higher % means a stronger effect | activation, % at 10 µM; hits with a dose series show EC50 in µM | 290,000 compounds, 0.048% hits;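 active = activation above 40% with more than 50 cells counted in the well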;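 also: U2OS osteosarcoma cells stably expressing GPR55 and beta-arrestin-GFP; plate controls were DMSO negative control for no effect and LPI positive control for full effect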
KOR beta-arrestin-2: KOR antagonists, beta-arrestin recruitment, cell-based, luminescence, uHTS (AID 1778). Kappa-type opioid receptor (Homo sapiens). KOR beta-arrestin recruitment, luminescence, antagonist mode; higher % means a stronger effect. inhibition, % at 10 µM; hits with a dose series show IC50 in µM. 290,000 compounds, 0.091% hits; also: strong numbers were not always called active
An asterisk follows results filed as active; [ ] = dose if it differs, or a comment. Rule as the data show it, unless noted: active = inhibition above about 50%; inactive = the rest. Not all compounds are listed (hit frequency here may not be typical).

Screening O=C1CC2C(=O)NCCN2C(=NC(=O)c2ccc(Cl)cc2)N1 (configuration not stated) returned NOD1 inhibition -39%, GPR55 LPI antagonism 9%, HIV peptide binding 1.2%, SV40 large T antigen 2%, KOR beta-arrestin-1 -6.8%, HEK293 NOD2/NF-kB 14%, Rac1 GTP hydrolysis 3%, GPR55 beta-arrestin 0.6% and KOR beta-arrestin-2 7%.
For O=C(NCCc1ccccc1)C1(c2ccccc2)CCCC1 the results were NOD1 inhibition 14%, GPR55 LPI antagonism 3%, HIV peptide binding 1.4%, SV40 large T antigen 12%, KOR beta-arrestin-1 5.6%, HEK293 NOD2/NF-kB 8%, Rac1 GTP hydrolysis 4%, GPR55 beta-arrestin -0.2% and KOR beta-arrestin-2 -23%[20 µM].
For COC(=O)c1cc(NC(=O)c2nn(C)c(=O)c3ccccc23)cc(C(=O)OC)c1 the results were NOD1 inhibition -17%, GPR55 LPI antagonism 12%, HIV peptide binding 2.5%, SV40 large T antigen 7%, KOR beta-arrestin-1 -6.0%, HEK293 NOD2/NF-kB 29%, Rac1 GTP hydrolysis 2%, GPR55 beta-arrestin -0.1% and KOR beta-arrestin-2 10%[20 µM].
`CCN(CC)C(=O)Nc1ccccc1C` gave NOD1 inhibition -14%, GPR55 LPI antagonism 7%, HIV peptide binding -1.9%, SV40 large T antigen 4%, KOR beta-arrestin-1 0.4%, HEK293 NOD2/NF-kB 5%, Rac1 GTP hydrolysis 14%, GPR55 beta-arrestin -0.2% and KOR beta-arrestin-2 -60%.
COc1ccc(-n2c(N)cc(=O)nc2SCC(=O)N2CCN(c3ccccc3)CC2)cc1 was read as NOD1 inhibition -7%, GPR55 LPI antagonism 1%, HIV peptide binding -0.3%, SV40 large T antigen 15%, KOR beta-arrestin-1 3.4%, HEK293 NOD2/NF-kB -4%, Rac1 GTP hydrolysis 9%, GPR55 beta-arrestin -0.1% and KOR beta-arrestin-2 -6%.
Screening Cc1cc(Cl)ccc1C(=O)C1CCCN(C(=O)CCn2cncn2)C1 (configuration not stated) returned NOD1 inhibition -10%, GPR55 LPI antagonism 15%, HIV peptide binding 1.4%, SV40 large T antigen 6%, KOR beta-arrestin-1 4.0%, HEK293 NOD2/NF-kB 12%, Rac1 GTP hydrolysis 6%, GPR55 beta-arrestin 0.0% and KOR beta-arrestin-2 2%.
Screening O=C(Nc1ccc(S(=O)(=O)Nc2nccs2)cc1)C1CC(=O)N(c2ccc(Cl)cc2)C1 (configuration not stated) returned NOD1 inhibition -8%, GPR55 LPI antagonism 7%, HIV peptide binding 4.0%, SV40 large T antigen 10%, KOR beta-arrestin-1 -0.8%, HEK293 NOD2/NF-kB 2%, Rac1 GTP hydrolysis 14%, GPR55 beta-arrestin -0.2% and KOR beta-arrestin-2 -18%.
For COc1ccc(CNC(=O)CSCc2ccccc2Cl)cc1 the results were NOD1 inhibition 20%, GPR55 LPI antagonism 6%, HIV peptide binding -3.1%, SV40 large T antigen 6%, KOR beta-arrestin-1 -1.8%, HEK293 NOD2/NF-kB -22%, Rac1 GTP hydrolysis 6%, GPR55 beta-arrestin 0.6% and KOR beta-arrestin-2 9%.
Screening CN(C)c1ccc(NC(=O)CN2CCC(NC(=O)C3CCCCC3)CC2)cc1 returned NOD1 inhibition -8%, GPR55 LPI antagonism -4%, HIV peptide binding -1.4%, SV40 large T antigen 28%, KOR beta-arrestin-1 11%, HEK293 NOD2/NF-kB -10%, Rac1 GTP hydrolysis 21%, GPR55 beta-arrestin -0.1% and KOR beta-arrestin-2 -20%.
Screening S=C(c1ccc(N2CCOCC2)cc1)N1CCCCC1 returned NOD1 inhibition -24%, GPR55 LPI antagonism 1%, HIV peptide binding -0.6%, SV40 large T antigen 6%, KOR beta-arrestin-1 -5.9%, HEK293 NOD2/NF-kB 10%, Rac1 GTP hydrolysis 4%, GPR55 beta-arrestin -0.2% and KOR beta-arrestin-2 -11%.

For convenience, part of the list above.
Screening O=C1CC2C(=O)NCCN2C(=NC(=O)c2ccc(Cl)cc2)N1 (configuration not stated) returned NOD1 inhibition -39%, GPR55 LPI antagonism 9%, HIV peptide binding 1.2%, SV40 large T antigen 2%, KOR beta-arrestin-1 -6.8%, HEK293 NOD2/NF-kB 14%, Rac1 GTP hydrolysis 3%, GPR55 beta-arrestin 0.6% and KOR beta-arrestin-2 7%.
For O=C(NCCc1ccccc1)C1(c2ccccc2)CCCC1 the results were NOD1 inhibition 14%, GPR55 LPI antagonism 3%, HIV peptide binding 1.4%, SV40 large T antigen 12%, KOR beta-arrestin-1 5.6%, HEK293 NOD2/NF-kB 8%, Rac1 GTP hydrolysis 4%, GPR55 beta-arrestin -0.2% and KOR beta-arrestin-2 -23%[20 µM].

(continued)
For COc1ccc(-c2cc3c(=O)n(CC(=O)NCc4cccnc4)nc(C)n3n2)cc1 the results were NOD1 inhibition 15%, GPR55 LPI antagonism 8%, HIV peptide binding 0.0%, SV40 large T antigen 2%, KOR beta-arrestin-1 2.3%, HEK293 NOD2/NF-kB 24%, Rac1 GTP hydrolysis 7%, GPR55 beta-arrestin -0.2% and KOR beta-arrestin-2 -33%.
Screening O=C(c1ccc(Br)s1)N1CCCC1 returned NOD1 inhibition -6%, GPR55 LPI antagonism 58%, HIV peptide binding 0.9%, SV40 large T antigen 1%, KOR beta-arrestin-1 6.9%, HEK293 NOD2/NF-kB -5%, Rac1 GTP hydrolysis 6%, GPR55 beta-arrestin -0.1% and KOR beta-arrestin-2 -14%.
For O=[N+]([O-])c1ccccc1OCCCCN1CCCCC1 the results were NOD1 inhibition -5%, GPR55 LPI antagonism -2%, HIV peptide binding -2.4%, SV40 large T antigen 0%, KOR beta-arrestin-1 -0.8%, HEK293 NOD2/NF-kB 2%, Rac1 GTP hydrolysis 7%, GPR55 beta-arrestin -0.1% and KOR beta-arrestin-2 27%.
`COc1ccccc1CC(=O)N1CCN(S(=O)(=O)c2cccs2)CC1` gave NOD1 inhibition 13%, GPR55 LPI antagonism 4%, HIV peptide binding -0.4%, SV40 large T antigen 13%, KOR beta-arrestin-1 4.9%, HEK293 NOD2/NF-kB 6%, Rac1 GTP hydrolysis 9%, GPR55 beta-arrestin -0.1% and KOR beta-arrestin-2 15%.
Screening COc1ccc(CCN2CC(C(=O)NCCc3ccccn3)CCC2=O)cc1 (configuration not stated) returned NOD1 inhibition -18%, GPR55 LPI antagonism 1%, HIV peptide binding 1.4%, SV40 large T antigen 19%, KOR beta-arrestin-1 -3.6%, HEK293 NOD2/NF-kB 4%, Rac1 GTP hydrolysis 5%, GPR55 beta-arrestin -0.1% and KOR beta-arrestin-2 8%.
CCN(C(=O)COC(=O)C(Cc1ccccc1)N1C(=O)c2ccccc2C1=O)C1CCS(=O)(=O)C1 (configuration not stated) was read as NOD1 inhibition -21%, GPR55 LPI antagonism 3%, HIV peptide binding -0.3%, SV40 large T antigen 9%, KOR beta-arrestin-1 1.5%, HEK293 NOD2/NF-kB -2%, Rac1 GTP hydrolysis 9%, GPR55 beta-arrestin -0.1% and KOR beta-arrestin-2 -3%.
COc1cccc2[nH]c3c(N4CCCCC4)ncnc3c12 was read as NOD1 inhibition -12%, GPR55 LPI antagonism -6%, HIV peptide binding -1.0%, SV40 large T antigen 3%, KOR beta-arrestin-1 -4.8%, HEK293 NOD2/NF-kB -6%, Rac1 GTP hydrolysis 10%, GPR55 beta-arrestin -0.2% and KOR beta-arrestin-2 -33%.
For Cc1cccc(C(=O)N2N=C(c3ccc(NS(C)(=O)=O)cc3)CC2c2cccs2)c1 (configuration not stated) the results were NOD1 inhibition -2%, GPR55 LPI antagonism -8%, HIV peptide binding -0.3%, SV40 large T antigen 2%, KOR beta-arrestin-1 2.3%, HEK293 NOD2/NF-kB -2%, Rac1 GTP hydrolysis 5%, GPR55 beta-arrestin 0.9% and KOR beta-arrestin-2 7%.
`CC1CCc2sc(C(=O)NNC(=S)NCC3CCCO3)cc2C1` (configuration not stated) gave NOD1 inhibition -38%, GPR55 LPI antagonism -6%, HIV peptide binding -0.5%, SV40 large T antigen 29%, KOR beta-arrestin-1 -3.0%, HEK293 NOD2/NF-kB -6%, Rac1 GTP hydrolysis 8%, GPR55 beta-arrestin 0.0% and KOR beta-arrestin-2 5%.
`COc1cc(CN2CCNC(=O)C2CC(=O)NCCC2=CCCCC2)cc(OC)c1` (configuration not stated) gave NOD1 inhibition -19%, GPR55 LPI antagonism 20%, HIV peptide binding 2.5%, SV40 large T antigen -2%, KOR beta-arrestin-1 -4.1%, HEK293 NOD2/NF-kB 19%, Rac1 GTP hydrolysis 5%, GPR55 beta-arrestin -0.1% and KOR beta-arrestin-2 -17%.
`Cc1ccc(C(=O)c2nocc2C(=O)c2cccs2)cc1` gave NOD1 inhibition 36%, GPR55 LPI antagonism 5%, HIV peptide binding -3.3%, SV40 large T antigen 17%, KOR beta-arrestin-1 5.2%, HEK293 NOD2/NF-kB 6%, Rac1 GTP hydrolysis 6%, GPR55 beta-arrestin -0.1% and KOR beta-arrestin-2 -21%.
COc1ccc(N(CC(=O)Nc2nccs2)S(=O)(=O)c2c(C)nn(C)c2C)cc1 was read as NOD1 inhibition -14%, GPR55 LPI antagonism -7%, HIV peptide binding 3.1%, SV40 large T antigen 7%, KOR beta-arrestin-1 8.7%, HEK293 NOD2/NF-kB 2%, Rac1 GTP hydrolysis 5%, GPR55 beta-arrestin 0.3% and KOR beta-arrestin-2 -29%.
Cc1cc(C)cc(NC(=O)CNC(c2ccccc2)c2ccccc2)c1 was read as NOD1 inhibition -7%, GPR55 LPI antagonism 6%, HIV peptide binding 0.4%, SV40 large T antigen 6%, KOR beta-arrestin-1 13%, HEK293 NOD2/NF-kB -6%, Rac1 GTP hydrolysis 2%, GPR55 beta-arrestin 0.1% and KOR beta-arrestin-2 -14%.
`Cc1ccc2c(c1)cc(CN(Cc1ccc3c(c1)OCO3)S(=O)(=O)c1ccccc1)c1nnnn12` gave NOD1 inhibition -5%, GPR55 LPI antagonism 6%, HIV peptide binding -3.3%, SV40 large T antigen -1%, KOR beta-arrestin-1 -1.9%, HEK293 NOD2/NF-kB -30%, Rac1 GTP hydrolysis 2%, GPR55 beta-arrestin 1.2% and KOR beta-arrestin-2 0%.
For Nc1c(-c2ccc(Cl)cc2)cnn1-c1ccccc1 the results were NOD1 inhibition -4%, GPR55 LPI antagonism 7%, HIV peptide binding -1.2%, SV40 large T antigen 11%, KOR beta-arrestin-1 -5.7%, HEK293 NOD2/NF-kB -74%, Rac1 GTP hydrolysis 7%, GPR55 beta-arrestin 0.0% and KOR beta-arrestin-2 8%.
CNC(=S)Nc1cc2oc3ccccc3c2cc1OC was read as NOD1 inhibition -21%, GPR55 LPI antagonism 5%, HIV peptide binding -0.7%, SV40 large T antigen 18%, KOR beta-arrestin-1 -1.2%, HEK293 NOD2/NF-kB 7%, Rac1 GTP hydrolysis 13%, GPR55 beta-arrestin -0.1% and KOR beta-arrestin-2 20%.
